From PubChem
PolyA inh: polyadenylation inhibitors in yeast reporter cells, primary screen, luminescence, S. cerevisiae; S. cerevisiae SKY197-pL101 polyadenylation reporter, beta-gal luminescence; efflux-impaired pdr1/pdr3 knockout yeast; score 100 = 6 SD above DMSO; calls only at 12 µM; 300,000 compounds, 0.02% hits;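 active = lowest replicate activity score at least 50, where 100 means six control SD above control mean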;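 note: yeast exposed to compound for 9 h at 30 °C; higher score means more reporter readthrough which indicates perturbed polyadenylation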
DYRK1A inh: rat Dyrk1A kinase inhibitors, primary screen, biochemical, single point, plate reader; Dual specificity tyrosine-phosphorylation-regulated kinase 1A (Rattus norvegicus), Q63470; ADP-Glo luminescence, NFATc1 peptide; inhibition, % at 12.5 µM; 310,000 compounds, 0.43% hits; in the data active = inhibition above about 50%;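 note: plate controls were vehicle with enzyme for no effect and no enzyme for full effect; many of its hits are not listed in these tables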
KCNK9 block: KCNK9 potassium channel inhibitors, primary screen, HEK293 cells, thallium flux. AID 488922, 2010. 310,000 compounds, 1.2% hits. FluxOR thallium flux fluorescence; stronger effect = lower value. B-score at 10 µM. Potassium channel subfamily K member 9 (Homo sapiens), Q9NPC2;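 active = ratio B-score over 3 SD below the library mean, with starting fluorescence within 5 SD of its mean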;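 note: negative B-score means less thallium flux so channel inhibition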
Target sequence (Q9NPC2 whole entry, looked up): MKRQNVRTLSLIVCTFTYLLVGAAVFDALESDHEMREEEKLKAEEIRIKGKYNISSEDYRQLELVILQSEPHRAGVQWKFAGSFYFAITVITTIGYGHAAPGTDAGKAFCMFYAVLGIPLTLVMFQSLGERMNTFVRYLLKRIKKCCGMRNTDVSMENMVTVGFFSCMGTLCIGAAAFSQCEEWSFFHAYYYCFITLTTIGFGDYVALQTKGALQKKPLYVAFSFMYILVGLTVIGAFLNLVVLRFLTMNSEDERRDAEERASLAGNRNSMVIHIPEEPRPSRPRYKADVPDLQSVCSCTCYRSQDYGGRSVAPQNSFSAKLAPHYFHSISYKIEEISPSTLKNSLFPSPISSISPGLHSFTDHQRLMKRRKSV
KCNQ1 block: inhibitors of human KCNQ1 channel, primary screen, cell-based, thallium flux, high-throughput | Potassium voltage-gated channel subfamily KQT member 1 (Homo sapiens), P51787 | CHO-K1 KCNQ1, FluxOR thallium flux fluorescence; stronger effect = higher value | B-score at 10 µM | 310,000 compounds, 1.3% hits | AID 2642, 2010;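 active = compounds whose thallium flux B-score, printed positive for inhibition, exceeds three library SD while starting fluorescence stays within three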;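 note: channel opened by potassium depolarization with thallium stimulus after 20 min compound exposure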
TRPC4 inh: inhibitors of mouse TRPC4 channel, primary screen, Fluo4 calcium, HEK293 TRPC4beta/mu-opioid cells | AID 2247, 2010 | Short transient receptor potential channel 4 (Mus musculus), Q9QUQ5 | 300,000 compounds, 0.39% hits | DAMGO-evoked Fluo4 calcium flux; stronger effect = lower value | B-score at 10 µM;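 active = B-score over 3 SD under the library average, no early fluorescence shift, positive overall ratio signal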
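Material: HEK293 cells with stable TRPC4beta plus mu-opioid receptor expression; probe or stimulus: DAMGO in two steps, submaximal then maximal; technique: Fluo4 calcium fluorescence by kinetic imaging, 5 s 1 Hz baseline; measure: integrated fluorescence ratio relative to baseline, converted to per-well B score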
TRPC4 PAM: positive allosteric modulators of TRPC4, primary screen, cell-based, mouse TRPC4beta, HEK293 mu-opioid, Fluo-4 calcium; B-score at 10 µM; DAMGO EC20, Fluo-4 Ca2+ flux; stronger effect = higher value; Short transient receptor potential channel 4 (Mus musculus), Q9QUQ5; 310,000 compounds, 0.42% hits;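 active = B-score of calcium response area above 5 SD of library B-scores, with initial fluorescence ratio within 5 SD of library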;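 note: B-score of integrated fluorescence ratio over time as area under calcium response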
KCNK3 inh: human KCNK3 channel inhibitors, primary screen, CHO cells, FluxOR thallium flux, B-score; Potassium channel subfamily K member 3 (Homo sapiens), O14649; FluxOR fluorescence; stronger effect = lower value; B-score at 10 µM; 340,000 compounds, 0.84% hits; AID 602410, 2012;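 active = B-score under library mean minus 4 SD, starting fluorescence ratio at most library mean plus 5 SD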;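 note: more negative B-score means stronger inhibition of thallium flux through KCNK3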
Target sequence (O14649 whole entry, looked up): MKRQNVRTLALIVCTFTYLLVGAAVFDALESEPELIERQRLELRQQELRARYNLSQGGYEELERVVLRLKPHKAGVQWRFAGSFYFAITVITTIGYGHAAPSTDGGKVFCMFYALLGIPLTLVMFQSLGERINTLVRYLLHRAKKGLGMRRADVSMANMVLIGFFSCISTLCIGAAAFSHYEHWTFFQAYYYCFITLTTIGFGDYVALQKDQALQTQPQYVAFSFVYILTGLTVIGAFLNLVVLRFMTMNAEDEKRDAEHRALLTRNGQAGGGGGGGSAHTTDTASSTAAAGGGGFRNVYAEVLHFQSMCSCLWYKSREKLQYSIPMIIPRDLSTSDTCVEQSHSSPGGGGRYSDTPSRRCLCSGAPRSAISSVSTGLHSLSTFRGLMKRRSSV
KCNQ1 act: potentiators or activators of KCNQ1 channel, primary screen, cell-based, thallium flux, high-throughput | Potassium voltage-gated channel subfamily KQT member 1 (Homo sapiens), P51787 | CHO-K1 KCNQ1, thallium flux FluxOR fluorescence; stronger effect = higher value | B-score at 10 µM | 310,000 compounds, 0.35% hits | AID 2648, 2010;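 active = fluorescence ratio B-score, a plate-corrected score, at least three library SD, with initial intensity B-score within 5 SD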
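Assay system: stable KCNQ1 CHO-K1 line; medium: assay buffer, equal DMSO in all wells; timing: 90 min dye loading and 20 min compound exposure, both at room temperature; technique: kinetic FluxOR thallium fluorescence, 10-s 1-Hz baseline, 110-s post-stimulus read; read-out basis: B score of baseline-normalized fluorescence ratio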
Platelet DG rel: inhibitors of platelet dense granule secretion, primary screen, cell-based, MLPCN, human platelets | 300,000 compounds, 0.22% hits | inhibition, %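 (compounds screened at 7.5 µM in platelet-rich plasma)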 | AID 1663, 2009 | human platelet-rich plasma, SFLLRN dense granule ATP release, luminescence;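 active = mean replicate score, as percent of positive control, at or above 50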
hERG rescue: hERG rescue from dofetilide block, primary screen, cell-based, CHO-hERG, FluxOR thallium flux, dofetilide IC70; 310,000 compounds, 0.51% hits; dofetilide IC70 present; Voltage-gated inwardly rectifying potassium channel KCNH2 (Homo sapiens), Q12809; AID 1511, 2009; activation (rescue from dofetilide block), less the hit threshold, % at 10 µM;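 active = activation above the mean of controls blocked by dofetilide plus 5 SD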;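 note: thallium influx through hERG after potassium depolarization seen as dye fluorescence rise; in these data hits start at about 4.7%; inactives centre near -7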
TRPC4 agonist: activators of mouse TRPC4 channel, primary screen, Fluo4 calcium, HEK293 TRPC4beta/mu-opioid cells | AID 2237, 2010 | B-score at 10 µM | Fluo4 calcium fluorescence; stronger effect = higher value | Short transient receptor potential channel 4 (Mus musculus), Q9QUQ5 | 310,000 compounds, 0.49% hits;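 active = B-score above 5 SD of library B-scores, and initial fluorescence ratio not above library mean plus 5 SD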;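 note: positive B-score marks a calcium rise read as TRPC4 activation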
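Technique: kinetic Fluo4 calcium fluorescence; Test system: TRPC4beta and mu-opioid receptor HEK293 stable cells; Measure: B-scored integrated calcium fluorescence ratio; Benchmarks: low control buffer alone, high control maximal DAMGO; Schedule: 45 min room-temperature Fluo4 loading, 110 s read.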
* = called active by the depositor; i = inactive; . = no result given. Not all compounds are listed, so the mix of outcomes need not match the whole.

SMILES	PolyA inh	DYRK1A inh	KCNK9 block	KCNQ1 block	TRPC4 inh	TRPC4 PAM	KCNK3 inh	KCNQ1 act	Platelet DG rel	hERG rescue	TRPC4 agonist
NC(=O)C[C@@H]1N[C@]2(C(=O)Nc3ccccc32)[C@@H]2C(=O)N(C3CCCCC3)C(=O)[C@H]12	i	1	i	i	i	i	i	i	-3	-18	i
O=C(CSc1nn(-c2ccccc2)c(=S)s1)Nn1cnnc1	i	-4	i	i	i	i	i	i	-8	-8	i
CN(Cc1ccccc1)C(=O)c1cccc(N2C(=O)C3CC=CCC3C2=O)c1 (centres undefined)	i	-6	i	i	i	i	i	i	-11	-5	i
CC(c1nc2ccccc2c(=O)[nH]1)N(C)c1ccc2ccccc2c1 (centres undefined)	i	-9	i	i	i	i	i	i	-1	-6	i
COc1ccc2oc(=Nc3cccc(F)c3)c(C(N)=O)cc2c1	i	0	i	i	i	i	i	i	5	-5	i
CCNCCC(=O)N1c2ccccc2Sc2ccc(C(F)(F)F)cc21	i	-1	i	i	i	i	i	i	6	-9	i
NC(=O)COC(=O)[C@H](Cc1c[nH]c2ccccc12)NC(=O)c1ccc(F)cc1	i	-3	i	i	i	i	i	i	3	-12	i
O=C1Nc2cc(C(=O)N3CCN(Cc4ccccc4)CC3)ccc2SC1N1CCOCC1 (centres undefined)	i	4	i	i	i	i	i	i	-11	-6	i
O=C(NCc1cccnc1)c1cc2nc(-c3cccs3)cc(C(F)(F)Cl)n2n1	i	3	i	i	i	i	i	i	3	0	i
CCc1cc(SC#N)ccc1N	i	-7	i	i	i	i	i	i	8	-8	i
COc1ccc(N2C(=O)CSC23CCC(C(C)(C)C)CC3)cc1 (centres undefined)	i	-6	i	i	i	i	i	i	2	-4	i
CC1(C)CC(=O)C2=C(C1)Nc1ccccc1[S@]2=O	i	-4	i	i	i	i	i	i	3	-3	i
O=C(COc1ccc([N+](=O)[O-])cc1)Nc1ccc(NC(=O)c2ccccc2)cc1	i	-3	i	i	i	i	i	i	-13	-9	i
CCOC(=O)c1ccc(NC(=S)N(CCCN2CCCC2)Cc2ccco2)cc1	i	4	i	i	i	i	i	i	11	-13	i
COc1cc(/C=N/n2c(-c3cc(C)[nH]n3)n[nH]c2=S)cc(OC)c1OC	i	-8	i	i	i	i	i	i	7	-12	i
COc1ccc(CN(C(=O)c2ccco2)c2ccccc2)cc1	i	-11	i	i	i	i	i	i	-17	-6	i
COc1ccccc1NC(=O)C1Cc2ccccc2CN1C(=O)c1ccco1 (centres undefined)	i	-3	i	i	i	i	i	i	-12	-3	i
CC/C(Cc1ccccc1)=N/NC(=O)c1cccc(Br)c1	i	-5	i	i	i	i	i	i	-1	-1	i
O=C(CCCN1C(=O)C2CC=CCC2C1=O)Nc1cccc(F)c1 (centres undefined)	i	-3	i	i	i	i	i	i	-11	-10	i
CCC(C)N(C(=O)COC(=O)c1cc([N+](=O)[O-])ccc1N)C1CCS(=O)(=O)C1 (centres undefined)	i	.	i	i	i	i	i	i	27	-8	i
CCOCCCn1c(=S)[nH]c2cc(C(=O)NCc3ccc(F)cc3)ccc2c1=O	i	6	i	i	i	i	i	i	-2	-4	i
O=C1[C@@H]2C(Cc3ccc(O)cc3)NC3(C(=O)Nc4ccc(F)cc43)[C@@H]2C(=O)N1c1ccccc1 (some centres undefined)	i	-1	i	i	i	i	i	i	4	-3	i
Cc1ccc(N2CC(C(=O)NCCc3ccc(S(N)(=O)=O)cc3)CC2=O)cc1 (centres undefined)	i	4	i	i	i	i	i	i	3	-6	i
COc1ccc(N2CCN(C3CCCCC3NS(=O)(=O)c3ccccc3)CC2)cc1 (centres undefined)	i	-2	i	i	i	i	i	i	-2	-13	i
CCCCN(CC)C(=O)C1CCCN(S(=O)(=O)c2cccc3nsnc23)C1 (centres undefined)	i	6	i	i	i	i	i	i	12	-6	i
O=C(Cc1ccccc1[N+](=O)[O-])NCc1ccccc1Cl	i	0	i	i	i	i	i	i	2	-9	i
Cc1nn(C(=O)c2ccco2)c(C)c1Sc1ccc(Br)cc1	i	6	i	i	i	i	i	i	6	-6	i
Cc1cccnc1NC(=O)c1cc2c(=O)oc3ccccc3c2s1	i	3	i	i	i	i	i	i	1	-4	i
CSCC(=O)N1CCC(n2nccc2NC(=O)CCCc2ccccc2)CC1	i	-3	i	i	i	i	i	i	2	-5	i
CCCC(=O)Nc1ccc(N2CCN(C(=O)c3ccccc3C)CC2)cc1	i	3	i	i	i	i	i	i	17	-4	i
O=C1CSCC(=O)N1c1ccccc1	i	-8	i	i	i	i	i	i	2	-6	i
C=CCN(c1ccccc1)S(=O)(=O)c1ccc2c(c1)NC(=O)C(C)C(=O)N2 (centres undefined)	i	-10	i	i	i	i	i	i	6	-8	i
O=C(CN1C(=O)COc2ccccc21)Nc1ccc2c(c1)OCCO2	i	0	i	i	i	i	i	i	9	-10	i
Cc1nnc(SCc2ccccc2)n1N	i	5	i	i	i	i	i	i	-1	-5	i
O=C(Nc1ccc(Cc2ccncc2)cc1)c1cccs1	i	1	i	i	i	i	i	i	9	-2	i
COc1ccc(S(=O)(=O)N2CCC(C(=O)Nc3ccc(OC)c(OC)c3)CC2)cc1C	i	2	i	i	i	i	i	i	3	-5	i
C/C(=N\NC(=O)C(c1ccccc1)c1ccccc1)c1ccc(O)cc1	i	3	i	i	i	i	i	i	1	-9	i
CCOC(=O)c1[nH]c2ccc(OC)cc2c1NC(=O)NC(C)C	i	-4	i	i	i	i	i	i	-1	-12	i
C=CCn1c(CCCOc2ccc(Cl)cc2Cl)nnc1SCC(=O)Nc1nccs1	i	-1	i	i	i	i	i	i	-1	-1	i
O=C(NCc1cccc(C(F)(F)F)c1)C1CCCN(c2ncccn2)C1 (centres undefined)	i	11	i	i	i	i	i	i	-11	-5	i
CCCCOc1ccc(-c2ncc(N)cn2)cc1	i	1	i	i	i	i	i	i	10	-8	i
COc1ccc(-n2nc3c(N4CCC(C(=O)NCc5ccco5)CC4)nnc(C)c3c2C)cc1	i	.	i	i	i	i	i	i	4	-5	i
CN(C)c1ccc(S(=O)(=O)N2CCCCC2)cc1NC(=O)COc1ccccc1F	i	.	i	i	i	i	i	i	18	-14	i
Cc1ccc(C)c(N2CCN(S(=O)(=O)c3ccc4c(c3)CCC(=O)N4)CC2)c1	i	.	i	i	i	i	.	i	-15	-11	i
CCOCCCN(CC(=O)NC1CCCC1)C(=O)C(=O)Nc1ccc2c(c1)OCCO2	i	-5	i	i	i	i	i	i	-6	-8	i
CC(C)(C)C(=O)COC(=O)c1cccc(NC(=O)c2ccco2)c1	i	3	i	i	i	i	i	i	0	-12	i
Cc1cccnc1NC(=O)c1ccc(C(=O)c2ccccc2)cc1	i	-8	i	i	i	i	i	i	0	-13	i
O=C(COC(=O)C1CC1)Nc1ccccc1Sc1ccccc1	i	0	i	i	i	i	i	i	-4	-5	i
Cc1cc(C)n2nc(SCC(=O)N(C)C)nc2n1	i	.	i	i	i	i	i	i	6	-9	i
Cc1n[nH]c(C)c1S(=O)(=O)N1CCc2ccccc2C1	i	8	i	i	i	i	i	i	-16	-11	i
COc1ccc(NC(=S)NC(NC(=O)c2cccc(Cl)c2)C(Cl)(Cl)Cl)c([N+](=O)[O-])c1 (centres undefined)	i	5	i	i	i	i	i	i	-8	-2	i
O=C(c1ccccc1)C(Cn1cncn1)C(Sc1ccccc1)c1ccccc1 (centres undefined)	i	0	i	i	i	i	i	i	2	-11	i
CCCCCCn1c(COc2ccccc2F)nnc1SCC(=O)N1c2ccccc2NC(=O)C1(C)C	i	-13	i	i	i	i	i	i	-18	-14	i
CCOc1ccc2[nH]c(=O)c(CN(CCO)C(=O)CC)cc2c1	i	3	i	i	i	i	i	i	-21	-6	i
CSCc1c(C(=O)Nc2ccc3c(c2)OCO3)oc2ccccc12	i	1	-9.5*	i	i	i	-8.7*	i	-5	-10	i
O=C(Cc1ccc([N+](=O)[O-])cc1)N/N=C/c1cccs1	i	-1	i	i	i	i	i	i	-1	-4	i
COc1ccc(C2N(c3ccc(OC)cc3)C(=S)N3CCCN23)cc1 (centres undefined)	i	.	i	i	i	i	i	i	-21	-7	i
O=C(N/C(=C\c1ccc(F)cc1)C(=O)N1CCCCCC1)c1ccccc1	i	5	i	i	i	i	i	i	6	-10	i
CCOC(=O)c1c(C)[nH]c(N=Nc2ccc(C)cc2C)c1C	i	.	i	i	i	i	i	i	-2	-2	i
CCc1ccccc1NC(=O)CCc1nc(-c2ccc(C)cc2)no1	i	1	i	i	i	i	i	i	-6	-7	i
COc1ccccc1NC(=O)c1cnc(SCC(=O)NCCc2ccccc2)n(C)c1=O	i	0	i	i	i	i	i	i	.	-10	i
Cc1sc2ncn(CC(=O)NCCCC(=O)NCc3ccc(F)cc3)c(=O)c2c1C	i	3	i	i	i	i	i	i	1	-10	i
COc1cccc(CNC(=O)N2CCN(c3ccccc3Cl)CC2)c1	i	-5	i	i	i	i	i	i	0	-17	i
